hcDAF12 agonist: H. contortus DAF-12 activation, primary screen; HEK293 hcDAF-12 lit1-tk-luc reporter, luminescence; 0% DMSO, 100% Δ7-dafachronic acid; activation, % at 6.8 µM; actives 1.4% (n = 370,000);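 active = activation above the mean of all tested compounds plus 3 SD, cut at about 5.5% in these data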;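 also: 100% = response to 3 µM Δ7-dafachronic acid high control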
SMARCA2 act: increases SMARCA2 function in MMTV reporter cells. MG213 cells, MMTV-luciferase reporter, dexamethasone, overnight. activation, % at 9.1 µM. actives 1% (n = 370,000); in the data active = activation above about 7.8%;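 also: 0% = vehicle wells and 100% = reference activator wells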
NPR1 activator: GC-A (human) enzyme activation; P16066; activation, % at 10 µM; actives 0.14% (n = 370,000); HEK293 GC-A cells, cGMP TR-FRET, EC30 ANP; 0% at EC30 ANP, 100% saturating ANP; in the data active = activation above about 40%
Target sequence (P16066 whole entry, looked up): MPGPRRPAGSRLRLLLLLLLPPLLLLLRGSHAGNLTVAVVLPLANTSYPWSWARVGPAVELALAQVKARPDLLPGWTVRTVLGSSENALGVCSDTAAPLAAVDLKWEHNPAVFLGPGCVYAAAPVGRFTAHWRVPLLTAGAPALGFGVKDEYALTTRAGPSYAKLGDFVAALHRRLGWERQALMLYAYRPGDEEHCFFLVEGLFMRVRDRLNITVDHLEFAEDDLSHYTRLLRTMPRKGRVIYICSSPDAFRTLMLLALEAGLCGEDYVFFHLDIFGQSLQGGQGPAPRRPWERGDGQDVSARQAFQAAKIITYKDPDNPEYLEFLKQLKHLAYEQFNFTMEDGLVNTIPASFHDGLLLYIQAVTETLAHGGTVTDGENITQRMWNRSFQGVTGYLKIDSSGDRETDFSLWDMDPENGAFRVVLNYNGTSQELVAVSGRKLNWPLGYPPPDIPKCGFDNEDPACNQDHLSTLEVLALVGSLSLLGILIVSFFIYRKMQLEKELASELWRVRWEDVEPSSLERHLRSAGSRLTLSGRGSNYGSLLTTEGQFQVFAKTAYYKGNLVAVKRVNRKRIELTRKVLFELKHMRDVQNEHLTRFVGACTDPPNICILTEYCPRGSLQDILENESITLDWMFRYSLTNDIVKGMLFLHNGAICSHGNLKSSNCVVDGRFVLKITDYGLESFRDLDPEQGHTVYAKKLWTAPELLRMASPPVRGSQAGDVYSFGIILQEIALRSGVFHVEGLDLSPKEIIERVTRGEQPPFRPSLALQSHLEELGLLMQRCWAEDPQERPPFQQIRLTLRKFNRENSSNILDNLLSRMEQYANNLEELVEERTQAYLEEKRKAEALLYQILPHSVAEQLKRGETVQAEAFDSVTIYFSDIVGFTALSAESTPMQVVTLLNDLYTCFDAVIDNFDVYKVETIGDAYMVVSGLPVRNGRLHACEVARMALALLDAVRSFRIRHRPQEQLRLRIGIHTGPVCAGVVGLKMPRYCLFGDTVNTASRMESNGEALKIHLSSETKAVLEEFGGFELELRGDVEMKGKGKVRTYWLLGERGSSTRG
hgDAF-12 ag: agonists of H. glycines DAF-12 nuclear receptor; HEK293 GAL4-hgDAF12 UAS-luciferase reporter, agonist luminescence; normalized to butyrate control; activation, % at 6.8 µM; actives 1.8% (n = 370,000); AID 687014;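 active = activation above a cutoff set at the mean of all screened compounds plus 3 SD, cut at about 10% in these data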;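 also: 0% = DMSO wells and 100% = sodium butyrate wells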
ssDAF12 agonist: activates DAF-12 receptor from parasite S. stercoralis | HEK293 ssDAF-12/GRIP1 lit1-tk-luc reporter, luminescence; % of 3 µM dafachronic acid response | activation, % at 6.8 µM | actives 1% (n = 370,000) | AID 652126;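 active = activation above the mean over all tested compounds plus 3 SD, cut at about 0.9% in these data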;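 also: 0% = DMSO-only wells and 100% = 3 µM delta7-dafachronic acid wells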
DAX1 inh-1: DAX1 (NR0B1) inhibition, primary screen. inhibition, % at 6.8 µM. AID 652010. actives 1.1% (n = 370,000). HEK293T StAR-luciferase reporter, SF-1/DAX-1 repression relief;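 active = inhibition above the mean over all tested compounds plus 3 SD, cut at about 3.6% in these data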;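 also: 0% = DAX-1 cells with DMSO and 100% = cells lacking DAX-1 with DMSO; higher inhibition means more luminescence from relief of DAX-1 repression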
NPR2 activator: GC-B (human) receptor activation | P20594 | HEK293-GC-B cells, CNP EC30, cGMP TR-FRET; 0% at EC30 CNP, 100% saturating CNP | activation, % at 10 µM | actives 0.11% (n = 370,000) | AID 1920062;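 active = activation at 10 µM reaching about 35% in either raw or pattern-adjusted values, limit read from the data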
DAX1 inh-2: inhibits human nuclear receptor DAX1; P51843; HEK293 Gal4-DAX1 luciferase reporter, luminescence; inhibition, % at 6.75 µM; actives 0.99% (n = 340,000); AID 504766;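 active = inhibition above the mean over all tested compounds plus 3 SD, cut at about 4.2% in these data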;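 also: 0% = DAX1-transfected cells with DMSO and 100% = empty-vector control cells with DMSO; inhibition shows as a rise in luminescence from relieved DAX1 repression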
HGIII-sPLA2 inh: Blocks human group III sPLA2 activity; Q9NZ20; QFRET BODIPY PC-A2 liposome hydrolysis, fluorescence; actives 0.56% (n = 370,000); inhibition, % at 12.2 µM; AID 743126;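 active = inhibition above mean plus 3 SD of compounds lying within the high and low control bounds, cut at about 19% in these data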;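 also: 0% = median of test compound wells and 100% = no enzyme DMSO wells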
GAA850 FXN act: increases GAA850 frataxin promoter reporter activity; AID 540364; actives 0.56% (n = 360,000); activation, % at 6 µM; HEK293 lucGAA850 FXN promoter luciferase reporter, 24 h; percent of 10 µM SAHA response;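 active = activation above the average of all compounds screened plus 3 SD, cutoff fixed separately per campaign, cut at about 7.5% in these data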;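 also: 0% = DMSO wells and 100% = 10 µM SAHA wells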
KLK7 zymogen act: proKLK7 (human) activation, primary screen. purified proKLK7, EDANS-DABCYL substrate fluorescence; 100% is mature enzyme control, 0% vehicle. activation, % at 7 µM. actives 0.9% (n = 370,000). AID 652039;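 active = activation above the mean of all tested compounds plus 3 SD, computed per campaign excluding outliers beyond control limits, cut at about 13% in these data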
Active calls of the source: *; . = no result given.

Preview, ten compounds:
SMILES	hcDAF12 agonist	SMARCA2 act	NPR1 activator	hgDAF-12 ag	ssDAF12 agonist	DAX1 inh-1	NPR2 activator	DAX1 inh-2	HGIII-sPLA2 inh	GAA850 FXN act	KLK7 zymogen act
CCn1cc(/C=N\NC(=O)c2ccccc2Cl)cn1	0.7	-2	2	-2.5	-0.6	0.3	3	1.0	16	0.6	-0.4
CC(=O)c1c(N2CCN(C(=O)C3CCCO3)CC2)nc(=S)n(-c2ccccc2)c1C (stereo not given)	3.0	-3	-1	-0.4	-0.7	-0.2	2	-1.4	7	-0.4	-0.1
O=C(CN1CCN(c2ccccn2)CC1)Nc1ccc(OCc2ccccc2)cc1	-1.8	0	0	-0.3	-1.0	-1.2	-2	-1.5	-5	-1.7	0.6
Cc1cccc(Nc2nc3c(S(=O)(=O)c4ccccc4)nnn3c3ccccc23)c1	-0.5	-3	36	1.9	-1.6	0.1	42*	0.0	-2	-1.3	-0.4
CCc1ccc(/C=N/NC(=O)c2cc(-c3ccncc3)nc3ccccc23)s1	1.8	-2	-5	6.0	-0.4	-2.0	-8	-1.6	-5	0.1	-0.3
COCCn1c(C)cc(C(=O)CSc2nc(C)c(C)c(C)n2)c1C	-1.3	-5	2	-2.0	-1.9	0.8	-3	-1.4	0	-0.9	0.2
O=[N+]([O-])c1cccc(-c2c(-c3ccccc3)ncc3cc(F)ccc23)c1	-2.4	0	-2	-0.3	-1.0	-0.8	-9	0.6	7	3.5	0.1
COc1ccc2oc(C(=O)Nc3ccc(S(=O)(=O)N(C)C4CCN(C)CC4)cc3)c(C)c2c1	-1.4	0	-8	-0.6	-1.1	-1.0	-6	-0.3	-35	3.5	-5.9
O=C(NCCc1c[nH]c2ccccc12)c1cnccn1	6.7*	1	0	2.7	3.4*	0.1	1	0.5	-2	1.2	0.1
Cc1c(Cl)c([N+](=O)[O-])nn1CC(=O)NCc1ccco1	-1.7	-1	2	0.1	-1.2	-0.4	-5	0.2	-7	-0.2	0.1

The list itself, previewed entries included:
SMILES	hcDAF12 agonist	SMARCA2 act	NPR1 activator	hgDAF-12 ag	ssDAF12 agonist	DAX1 inh-1	NPR2 activator	DAX1 inh-2	HGIII-sPLA2 inh	GAA850 FXN act	KLK7 zymogen act
CCn1cc(/C=N\NC(=O)c2ccccc2Cl)cn1	0.7	-2	2	-2.5	-0.6	0.3	3	1.0	16	0.6	-0.4
CC(=O)c1c(N2CCN(C(=O)C3CCCO3)CC2)nc(=S)n(-c2ccccc2)c1C (stereo not given)	3.0	-3	-1	-0.4	-0.7	-0.2	2	-1.4	7	-0.4	-0.1
O=C(CN1CCN(c2ccccn2)CC1)Nc1ccc(OCc2ccccc2)cc1	-1.8	0	0	-0.3	-1.0	-1.2	-2	-1.5	-5	-1.7	0.6
Cc1cccc(Nc2nc3c(S(=O)(=O)c4ccccc4)nnn3c3ccccc23)c1	-0.5	-3	36	1.9	-1.6	0.1	42*	0.0	-2	-1.3	-0.4
CCc1ccc(/C=N/NC(=O)c2cc(-c3ccncc3)nc3ccccc23)s1	1.8	-2	-5	6.0	-0.4	-2.0	-8	-1.6	-5	0.1	-0.3
COCCn1c(C)cc(C(=O)CSc2nc(C)c(C)c(C)n2)c1C	-1.3	-5	2	-2.0	-1.9	0.8	-3	-1.4	0	-0.9	0.2
O=[N+]([O-])c1cccc(-c2c(-c3ccccc3)ncc3cc(F)ccc23)c1	-2.4	0	-2	-0.3	-1.0	-0.8	-9	0.6	7	3.5	0.1
COc1ccc2oc(C(=O)Nc3ccc(S(=O)(=O)N(C)C4CCN(C)CC4)cc3)c(C)c2c1	-1.4	0	-8	-0.6	-1.1	-1.0	-6	-0.3	-35	3.5	-5.9
O=C(NCCc1c[nH]c2ccccc12)c1cnccn1	6.7*	1	0	2.7	3.4*	0.1	1	0.5	-2	1.2	0.1
Cc1c(Cl)c([N+](=O)[O-])nn1CC(=O)NCc1ccco1	-1.7	-1	2	0.1	-1.2	-0.4	-5	0.2	-7	-0.2	0.1
Cc1nc(CCNC(=O)c2ccccc2)cs1	-1.1	3	-2	4.6	-0.8	0.1	0	1.0	1	-1.9	0.4
COc1ccc(-c2ccnc(SCC(=O)N3CCOCC3)n2)cc1	-1.5	-2	-4	2.0	-1.6	0.1	5	0.6	6	1.9	0.0
CC1(C)CC(NC(=O)c2cc(COc3cccc(C(F)(F)F)c3)on2)CCO1 (stereo not given)	-2.0	2	2	-0.8	-0.8	-4.5	3	-0.8	-5	3.2	-0.3
O=C(CN1C(=O)C2C3C=CC(C3)C2C1=O)Nc1nc(SCc2ccc(Cl)cc2)n[nH]1 (stereo not given)	-1.1	-2	-1	1.2	-0.2	0.3	6	-0.9	-7	0.5	-0.7
COC1Cc2ccccc2N(C(=O)N2CCN(CCO)CC2)c2ccccc21 (stereo not given)	-0.7	-1	-18	0.1	-0.9	-0.3	-6	-0.4	1	-2.2	0.0
CC(=O)N1C(=O)CC(C)N(C(C)=O)c2ccc([N+](=O)[O-])cc21 (stereo not given)	-2.7	2	1	-1.5	-0.8	0.1	9	0.1	1	-0.5	0.3
CCCNS(=O)(=O)c1ccc(CCC(=O)NCc2ccco2)cc1	-1.4	-3	0	0.1	-0.9	-0.1	2	0.0	-4	-0.5	0.6
CC1(C)N=C(N)N=C(N)N1c1cccc(CN)c1	-1.3	4	0	-1.1	-1.9	0.2	-1	0.0	0	2.4	-1.0
CN(C)c1ccc(/C=C/c2nc3ccccc3c(=O)n2CCO)cc1	-3.0	1	2	-2.8	-0.8	-0.7	0	-0.8	-3	0.8	-21
O=C(Nc1ccccc1C(=O)N1CCOCC1)c1cccc(S(=O)(=O)N2CCCC2)c1	0.2	0	2	-0.2	-1.8	-0.6	2	0.2	0	1.9	0.0
O=C(c1ccccc1)N(c1ccccc1)c1ccccc1O	-1.4	2	-8	0.7	-1.4	-2.0	-1	0.1	-14	0.0	1.3
COC(=O)CSc1nc2nc(C)c(Br)cc2[nH]1	0.0	0	2	2.6	-1.3	0.1	1	-0.1	0	-1.4	-0.5
COC(=O)c1sccc1NC(=O)c1ccc(Br)o1	1.1	1	4	2.3	0.2	0.0	-12	0.1	-1	-1.0	0.4
COc1ccc(-c2noc(Cc3cccs3)n2)cc1	2.8	1	-1	7.7	0.1	1.5	4	1.4	-8	3.8	-0.2
O=C(NCCc1c[nH]c2ccc(Cl)cc12)c1ccc([N+](=O)[O-])cc1	2.4	1	-9	-2.0	-0.8	0.2	-1	-2.0	-27	-0.3	0.3
COc1ccc(Nc2nc(NCc3ccco3)nc(N/N=C/c3ccccc3)n2)cc1	-2.0	0	7	-1.7	-0.9	-0.6	-6	-0.6	5	-0.1	-0.7
O=C(COc1ccc(F)cc1F)N1CCCCCCC1	-1.1	0	2	2.4	-1.1	-0.2	1	0.5	0	2.3	-0.1
COc1cc(CNCCNC(=O)c2nonc2N)ccc1OCc1ccc(Cl)nc1	-1.8	1	-3	-3.5	-1.7	0.3	-10	-1.3	3	-2.0	0.3
COC(=O)c1cccc(N(C(=O)c2ccco2)C(C(=O)NC2CCCC2)c2ccc(N3CCOCC3)cc2)c1 (stereo not given)	-1.3	-2	2	-0.3	-0.5	0.5	-1	0.9	6	-1.9	-0.5
COC(=O)C1=C(N)Oc2cc(C)n(CCCn3ccnc3)c(=O)c2C1c1ccc(Cl)cc1 (stereo not given)	-2.1	1	-15	-0.4	-1.0	-0.4	-26	0.3	-12	0.2	0.5
CC(C)CC(=O)NC(c1ccccc1Cl)c1c(O)ccc2ccccc12 (stereo not given)	-2.2	-4	-12	-3.6	-1.9	-0.6	0	0.3	-51	-1.0	-1.4
O=C(CNC(=O)c1ccc(Br)o1)NC12CC3CC(CC(C3)C1)C2	0.7	-1	0	0.7	-0.6	1.0	5	2.0	9	6.1	-0.6
O=c1[nH]c(Cc2ccccc2Cl)nc2ccccc12	-0.3	-2	2	0.5	-0.6	-0.1	3	0.0	14	-0.2	-0.8
CN(Cc1ccccc1)C(=O)c1ccc(NC(=O)Cc2ccc([N+](=O)[O-])cc2)cc1	-2.2	0	-1	-4.2	-1.9	-0.9	1	0.5	-47	0.0	1.3
O=C(NN=Cc1cccc(O)c1O)c1ccccc1	0.4	-3	4	-6.5	-0.5	-4.7	-3	.	14	.	-0.8
Cc1ccc(-n2nc3c(=O)n(CCCC(=O)NCC(C)c4ccccc4)nc(C)c3c2C)cc1 (stereo not given)	-1.5	-1	-8	-2.9	-1.5	0.3	-7	-1.1	9	-1.1	0.5
O=C(CSc1nnc(-c2cccs2)o1)Nc1cccc(S(=O)(=O)N2CCCCC2)c1	0.0	3	1	0.8	-1.3	-0.7	1	-1.3	-25	1.0	-0.1
CC1(c2ccccc2)NC(=O)N(N)C1=O (stereo not given)	-1.2	4	4	-3.3	-1.5	0.2	4	0.6	2	0.8	-0.2
COc1cccc(OC)c1C(=O)Nc1ccc2c(c1)OCCO2	2.2	4	3	-1.6	-1.2	0.0	1	0.0	5	-1.5	0.3
Cn1c(-c2sc3ccccc3c2Cl)n[nH]c1=S	-1.5	-3	2	1.7	-1.0	0.6	-4	-0.2	14	-0.8	-1.3
COc1cccc(CNC(=O)C(CC(C)C)NC(=O)c2ccccc2C)c1 (stereo not given)	-0.3	0	-5	-0.6	-0.4	-0.7	-1	-0.4	0	0.7	-0.1
COc1ccccc1OCC(=O)Nc1ccc2c(c1)C(=O)N(CC1CCCO1)C2=O (stereo not given)	-1.8	-1	-5	-0.8	-2.1	-1.1	-1	1.1	1	0.2	-0.4
c1ccc(C(c2ccccn2)c2ccccn2)cc1	-1.2	-2	-1	-2.7	-1.2	0.4	3	3.3	5	1.6	-0.3
O=C(CC1C[C@H](C(=O)N2CCOCC2)[C@@]2(CCC3CCCC3)c3[nH]c4ccccc4c3CCN2C1=O)NCCC1=CCCCC1 (stereo not given in full)	1.4	-3	0	0.3	-0.3	3.2	-4	-0.4	2	-1.2	-0.2
CC(=O)CC1c2cc(F)ccc2C=C(c2ccsc2)N1c1ccc(-c2ccc(C(N)=O)cc2)cc1 (stereo not given)	-0.5	-5	2	5.1	-1.4	-1.5	-8	.	4	.	-1.9
Cc1ccc(S(=O)(=O)N2CCCC2)cc1C(=O)O	-0.5	1	2	2.2	-0.9	-0.1	4	0.1	3	-1.2	0.6

Screening results (PubChem BioAssay)
